Cav32 inh: human Cav3.2 channel inhibition, primary screen. Cav3.2-expressing cells, Fluo-4 calcium fluorescence FDSS; active compounds read low. B-score at 10 µM. hit rate 4% among 100,000;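 active = single-dose well whose peak fluorescence ratio is a statistical outlier from its plate by either plate-standardised score or position-corrected B-score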
Numbers without * were called inactive.

SMILES	Cav32 inh
CCOC(=O)c1sc(NC(=O)CCN2C(=O)c3cccc([N+](=O)[O-])c3C2=O)c(C(=O)OCC)c1C	-1.4
CCOC(=O)c1sc(NC(=O)CSc2ccccn2)c(C#N)c1C	-0.77
C/C=C/C=C\C(=O)Nc1cccc(C2=NOC3(C2)C[C@@H](C(N)=O)N(C(=O)/C(C)=C/C)C3)c1 (stereo not given in full)	0.1
c1ccc(-c2nnc(SCc3nc4ccccc4[nH]3)n2Cc2ccco2)nc1	0.013
O=C(Cc1coc(-c2ccc(F)cc2)n1)Nc1ccccc1	-0.59
CC(C)(C)C1CCc2c(sc(NC(=O)c3ccco3)c2C(N)=O)C1 (stereo not given)	0.72
N=c1c2c(-c3ccccc3)c(-c3ccccc3)oc2ncn1CCN1CCOCC1	0.52
COc1ccc(S(=O)(=O)N2CCC(=O)N2)cc1	0.14
COc1ccc(CN(Cc2ccccn2)C(=O)CN2C(=O)C(C)Oc3ccccc32)cc1 (stereo not given)	-0.41
Cc1ccc2occ(/C=C/C(=O)O)c(=O)c2c1	0.076
COc1ccc(S(=O)(=O)N2CCCCCC2)cc1N(C)S(=O)(=O)c1ccc(Cl)cc1	-2.4
CC(C)(C)NC(=O)COc1ccc(CNc2ccc3[nH]c(=O)[nH]c3c2)cc1	0.58
Cc1ncoc1C(=O)NCc1ccccc1Cl	0.5
COc1ccc(-c2cc(C3CCN(c4ccc(C(C)=O)cc4[N+](=O)[O-])CC3)[nH]n2)cc1	-1.5
Fc1ccc(-c2csc3[n+]2CCS3)cc1	-0.35
Nc1nc(-c2ccc(Br)cc2)cc(C(F)(F)F)n1	0.065
c1ccc(CN2CCN(c3ncnc4c3[nH]c3ccccc34)CC2)cc1	-3.3
O=C1CC2(CCCC2)Oc2ccccc21	0.99
O=C(Cc1ccccc1F)Nc1nc(-c2cccs2)cs1	-9.6*
Cc1ccc2nc(-c3ccc(NC(=O)Cc4cccs4)cc3)[nH]c2c1	1.1
CC1C=CC(C)C(C(=O)O)C1C(=O)O (stereo not given)	1.3
Cc1nnc(C)n1/N=C/c1ccc(C(=O)O)cc1	0.4
COc1cc(C(=O)CSc2nnc(-c3ccc(O)cc3)n2CC2CCCO2)ccc1NC(C)=O (stereo not given)	0.4
O=C(Nc1cccc(-c2cc3ccccc3oc2=O)c1)c1ccc(Br)o1	-0.88
CCN(CC)S(=O)(=O)c1ccc2[nH]cc(C(=O)NCCc3ccc(OC)c(OC)c3)c(=O)c2c1	0.47
OCCCn1c(C2CCCN2c2nc(-c3ccc(F)cc3)cs2)nc2cc(C(F)(F)F)ccc21 (stereo not given)	-1.6
COc1ccc(C(=O)COC(=O)CN2CC(=O)Oc3ccccc32)cc1Br	0.6
Cc1nonc1NC(=O)CSc1nc2cc(Cl)ccc2c2c1CCCC2	1.2
COC(=O)c1ccc(/C=N\N2CCN(Cc3ccc(C)cc3)CC2)cc1	-0.71
COc1ccc(CCNC(=O)CCN2C(=O)COc3ccccc32)cc1OC	0.55
CCn1c(-c2cccnc2Cl)nc2cc(Cl)c(Cl)cc21	-0.33
COc1cccc(-c2noc(Cn3nc(C)c([N+](=O)[O-])c3C)n2)c1	-1.3
Cc1ccc(OCC(=O)NN2C(=O)c3ccccc3C2=O)c(C)c1	-0.04
Cc1ccc(SCC(=O)N2c3ccccc3Sc3ccccc32)cc1	-5.8*
CCN(CC)CCCNC(=O)c1nn(-c2cccc(OC)c2)c(=O)c2ccccc12	0.83
CN(C)S(=O)(=O)c1cccc(-c2nnc(-c3ccccc3)o2)c1	-0.057
COC(=O)[C@H](CCSC)NC(=O)N1CCN(c2cccc(C(F)(F)F)c2)CC1	-0.16
COc1cccc(/C=N/Nc2ncnc3scc(-c4ccccc4)c23)c1OC	-1.9
Cc1cc(NC(=O)c2ccco2)no1	-1.1
O=C1CC(c2ccco2)Sc2nc3ccccc3n21 (stereo not given)	0.32
Cc1ccc(OCCOCCNC(C)C)c(Br)c1	-0.0054
O=C(CSc1nnc(COc2ccc(Cl)cc2)o1)OC1CCCCC1	0.37
COC(=O)c1cn(-c2ccccc2)nc1-c1ccncc1	0.41
Cc1ccc2c(CC(=O)OCc3csc(C)n3)coc2c1	0.083
CCC1CCCCN1CCCNC(=O)Cn1nc(-c2ccccc2)ccc1=O (stereo not given)	-0.33
CCCn1nnc(NC(=O)c2ccc(-c3ccccc3)cc2)n1	0.14
CCOC(=O)c1ccc(CSc2nnc(N)s2)cc1	-0.47
Cc1cc(NCCCn2ccnc2)n2nc(-c3ccc(F)cc3)cc2n1	0.03
Cc1cc(-c2nc3cccnc3s2)ccc1NS(=O)(=O)c1cccs1	-0.61
CCNc1nc(-c2ccc(Cl)cc2)cs1	-0.98
Cc1sc2nc(CN3CCOCC3)nc(Oc3ccc(NC(=O)c4ccco4)cc3)c2c1C	0.092
COc1ccc(-c2noc(-c3ccccc3C(=O)N3CCOCC3)n2)cc1	-0.73
CCCCn1cnc2c(cnn2-c2ccc(F)cc2)c1=O	0.24
CCOc1ccc(-n2c(SCc3ccc(C#N)cc3)nnc2-c2cccnc2)cc1	-6.8*
Cc1nnc(SCC(=O)Nc2ncc(Cl)cc2Cl)n1Cc1ccccc1	0.47
CCCCNCC(=O)Nc1ccc(NC(=O)CNCCCC)cc1	0.13
Cc1ccc(S(=O)(=O)C(CCC(=O)c2ccc(Cl)cc2)C(N)=O)cc1 (stereo not given)	-0.3
CCc1n[nH]c2c1/C(=N/O)CCC2	-0.31
CCOC(=O)N1CCC(NC(=O)C(Cc2ccccc2)NC(=O)C2CCCCC2)CC1 (stereo not given)	3.3
CC(=O)c1c(C)[nH]c(C(=O)NCc2ccc(C)cc2)c1C	0.87
Following part
SMILES	Cav32 inh
CCN(CC)c1ccc(C2NCC(c3ccc([N+](=O)[O-])cc3)O2)cc1 (stereo not given)	1.9
CCc1cccc(C)c1NC(=O)c1cccc(N(C)C)c1	-1.3
O=C(c1ccc(Cl)cc1)c1c[nH]cc1-c1ccccc1	-0.019
CCSc1nnc(Cn2c(=O)sc3ccccc32)n1C	0.33
CCCNC(=O)c1cnc(Sc2ncc(C(F)(F)F)cc2Cl)n1C	0.61
O=C(C1CCCCN1S(=O)(=O)c1ccccc1)N1CCCCC1 (stereo not given)	-0.003
CCCC/C(O)=N\S(=O)(=O)c1ccc(N=NN(C)C)cc1	1.7
CNC(=O)CN(c1cc(C)ccc1OC)S(=O)(=O)c1ccc(C)cc1	-0.52
CCCCNC(=O)Cn1c(=O)n(C)c2ccccc21	0.033
COc1ccc(-c2noc(C)c2-c2ccc3ccccc3n2)c(O)c1	-2.7
CC1CCN(C(=O)CSc2nc(N)cc(N)n2)CC1	-0.8
CC(=O)OCc1cc(=O)n(C)c(=O)n1C	0.86
O=C(COC(=O)CCS(=O)(=O)c1ccc(Cl)cc1)NC1CCCCC1	1.2
C#CCn1c(S(=O)(=O)Cc2ccc(C)cc2)nc(-c2ccccc2)c1-c1ccccc1	-7.8*
Cc1cc(C)n(-c2nc(SCC(=O)N3CCCC3)c3c4c(sc3n2)CCCC4)n1	-0.64
COc1ccc(N2CC(C(=O)NCc3cccnc3)CC2=O)cc1 (stereo not given)	-0.33
Cc1ccc(-c2nc(C)sc2CC(=O)O)cc1	-0.18
CCCN1CCN(C(=O)c2cc3c(s2)-c2ccccc2S(=O)(=O)C3)CC1	-0.38
CN(c1ccc(C(=O)Nc2ccccc2C(=O)N2CCOCC2)cc1)S(C)(=O)=O	0.78
CC(=O)c1n[nH]nc1NC(=O)c1ccccc1	-0.015

Ordered by formula weight (ascending): some entries from above
SMILES	Cav32 inh
COc1ccc(S(=O)(=O)N2CCC(=O)N2)cc1	0.14
O=C1CC(c2ccco2)Sc2nc3ccccc3n21 (stereo not given)	0.32
CCC1CCCCN1CCCNC(=O)Cn1nc(-c2ccccc2)ccc1=O (stereo not given)	-0.33

16 neighbouring entries out of the list so far, quoted:
SMILES	Cav32 inh
CCN(CC)c1ccc(C2NCC(c3ccc([N+](=O)[O-])cc3)O2)cc1 (stereo not given)	1.9
CCc1cccc(C)c1NC(=O)c1cccc(N(C)C)c1	-1.3
O=C(c1ccc(Cl)cc1)c1c[nH]cc1-c1ccccc1	-0.019
CCSc1nnc(Cn2c(=O)sc3ccccc32)n1C	0.33
CCCNC(=O)c1cnc(Sc2ncc(C(F)(F)F)cc2Cl)n1C	0.61
O=C(C1CCCCN1S(=O)(=O)c1ccccc1)N1CCCCC1 (stereo not given)	-0.003
CCCC/C(O)=N\S(=O)(=O)c1ccc(N=NN(C)C)cc1	1.7
CNC(=O)CN(c1cc(C)ccc1OC)S(=O)(=O)c1ccc(C)cc1	-0.52
CCCCNC(=O)Cn1c(=O)n(C)c2ccccc21	0.033
COc1ccc(-c2noc(C)c2-c2ccc3ccccc3n2)c(O)c1	-2.7
CC1CCN(C(=O)CSc2nc(N)cc(N)n2)CC1	-0.8
CC(=O)OCc1cc(=O)n(C)c(=O)n1C	0.86
O=C(COC(=O)CCS(=O)(=O)c1ccc(Cl)cc1)NC1CCCCC1	1.2
C#CCn1c(S(=O)(=O)Cc2ccc(C)cc2)nc(-c2ccccc2)c1-c1ccccc1	-7.8*
Cc1cc(C)n(-c2nc(SCC(=O)N3CCCC3)c3c4c(sc3n2)CCCC4)n1	-0.64
COc1ccc(N2CC(C(=O)NCc3cccnc3)CC2=O)cc1 (stereo not given)	-0.33

(further entries)
SMILES	Cav32 inh
CCc1ccc(S(=O)(=O)NCc2csc(-c3ccccc3)n2)s1	-3.2*
O=C1CCc2cc(S(=O)(=O)N3CCC(C(=O)NCc4ccccc4Cl)CC3)ccc2N1	-0.057
COc1ccc(CCNC(=O)CCCn2c(=O)[nH]c3cc(OC)c(OC)cc3c2=O)cc1OC	0.37
O=C(Cc1ccc(-n2cccc2)cc1)NCc1cccs1	-1.6
Cc1ccc(CNC(=O)CS(=O)CC(=O)O)cc1 (stereo not given)	0.33
CC(C)(C)C(=O)N1CCCC1C(=O)O (stereo not given)	0.0064
OC(CNCCc1ccccc1)c1ccccc1 (stereo not given)	0.034
CCCCOC1(c2ccccc2)NC(=S)NN=C1c1ccccc1 (stereo not given)	-2.7
CCC(C)COC(=O)C(C#N)c1nc2ccccc2nc1N1CCCCC1 (stereo not given)	-2.4
CC(C)(C)NC(=O)CN(C(=O)CS(=O)CC(=O)Nc1ccc(F)cc1)c1ccccc1 (stereo not given)	-0.6
Cn1nc(C(F)(F)F)c(C#N)c1N1CCN(c2ccccc2F)CC1	0.027
O=c1c2ccccc2nc(-c2ccccc2)n1CCCn1ccnc1	1
COc1ccc(OC)c(NC(=O)CN(c2ccc(C(C)C)cc2)S(=O)(=O)c2c(C)noc2C)c1	-4.5*
C=C1CCN([C@H](C(=O)NCc2ccco2)C(C)C)S(=O)(=O)c2ccccc21	0.47
CCOc1ccccc1C(=O)n1nc2nc(C)cc(C)c2c1N	0.53
CCOC(=O)c1sc(NCCNc2nc(C)c(C(=O)OCC)s2)nc1C	0.32
O=C(c1ccc(Cn2cc(Br)cn2)o1)n1cccn1	-2.3
CC(C)[C@H](N)c1nnc(SC/C=C/c2ccccc2)o1	-0.045
COC(=O)c1c(NC(=O)COC(=O)Cn2cnc3ccccc32)sc(C)c1C	-1.3
O=S(=O)(NCCOc1ccccc1Cl)c1ccc2oc3ccccc3c2c1	-3.7
CN1C(=O)C(O)(CC(=O)c2cccnc2)c2ccccc21 (stereo not given)	0.064
CCCCn1c(C(C)NC(=O)COC)nc2ccccc21 (stereo not given)	0.22
O=C(O)CC(C(=O)NC1CCCCC1)C1CCCO1 (stereo not given)	-0.25
CCOC(=O)n1c(=O)n(Cc2c(Cl)cccc2Cl)c2ccccc21	-2.4
CCCc1cc(=O)n2[nH]c(-c3cc(OC)c(OC)c(OC)c3)nc2n1	-0.2
O=S(=O)(NC1CC1)c1ccc(S(=O)(=O)N2CCN3CCCC3C2)cc1 (stereo not given)	-0.31
CCOC(=O)c1c(C)n(C)c2cc(Br)c(C)cc12	0.43
CC1=C(C(=O)OCC2CCCO2)C(c2ccccc2OC(C)C)C2=C(CC(c3ccco3)CC2=O)N1 (stereo not given)	0.27
Cc1ccc(C2CC(c3cccs3)=NN2C(=O)CSC2=NN3CCCC(=O)N=C3S2)cc1 (stereo not given)	-1.1
Cc1nc2nc(-c3ccc(Cl)cc3)[nH]n2c(=O)c1C	0.67
O=C1NCCN/C1=C\C(=O)c1ccccc1	0.017
Cc1ccc(C(=O)Cn2nnc(-c3ccccc3-n3cnnn3)n2)cc1	0.96
O=C(N1CCNCC1)N1CCOCC1	0.0014
CCOc1cc(CNc2ccccc2)cc(Br)c1OCC(=O)NC(C)(C)C	-5.1*
COC(=O)c1c(NC(=O)CC2Nc3ccccc3NC2=O)sc(C)c1C (stereo not given)	-0.2
COc1ccc2nc3c(cc2c1)c(NC(=O)C1CCCO1)nn3CC(C)C (stereo not given)	0.16
O=C(CCC(=O)OCC(=O)c1ccc(Cl)cc1Cl)Nc1cccc2cccnc12	-0.7
Cc1ccc(NC(=S)N/N=C2/CCCc3c(C)cc(C)cc32)cc1	0.4
COc1cccc(CNc2ccc(F)c(Cl)c2)c1O	-1.7
CCC(=O)NC(NC(=O)CC)C(Cl)Cl	0.7
CCCCN1CN=C(Nc2nc3ccccc3o2)NC1	-0.36
O=C(c1cc2nc(C3CC3)cc(C(F)(F)F)n2n1)N1CCCC1	0.23
COc1ccc(C2C(C#N)=C(N)Oc3c2c(C)nn3-c2ccccc2)cc1Cn1nc(C)c([N+](=O)[O-])c1C (stereo not given)	0.39
COc1ccc(-n2c(N3CCN(C)CC3)nc3sc4c(c3c2=O)CCCCC4)cc1	-0.079
COc1ccc(-n2c(N)c(C(=O)NCc3cccnc3)sc2=S)cc1	-0.025
Cc1ccccc1NC(=O)CSc1nnc(-c2ccco2)c(-c2ccco2)n1	1.3
O=C(Cc1ccccc1)Nc1c(C(=O)N2CCCCCC2)cnn1-c1ccccc1	1.7
C/C(CCN1CCCCc2nc(C)c(C)cc21)=N\O[C@@H](C)c1cn([C@H](CO)Cc2ccccc2)nn1	-0.91
O=C(O)CCN1C(=O)C2C3C=CC(C3)C2C1=O (stereo not given)	-0.026
C#CCOCCOCCOCCNc1nc(N2CCN(C(=O)C([C@@H](C)CC)n3cc(C(N)CO)nn3)CC2)nc(N2CCN(C(=O)[C@H](CCC(=O)O)n3cc(C(N)[C@H](C)CC)nn3)CC2)n1 (stereo not given in full)	0.012
CC1(C)Cc2ccccc2-c2nnc(SCC(=O)N3CCc4ccccc43)n21	0.069
N#CCSc1nnc(Cc2cccs2)n1C1CCCCC1	0.22
C(=N\Nc1nc2ccccc2s1)/c1cccs1	0.12
BrC(=C\c1ccccc1)/C=N/N1CCN(Cc2ccccc2)CC1	-0.69
CCOC(=O)CSc1nc(N)nc(C)c1Br	0.71

Assay outcomes from PubChem.

This is a subset; count on the stated rates, not on these rows.
